Compound activity deposited in PubChem BioAssay by Sanford-Burnham Center for Chemical Genomics.
LMPTP inh: LMPTP phosphatase inhibitors, primary screen, biochemical, fluorescence intensity, uHTS; actives 0.22% (n = 360,000); recombinant LMPTP-A, OMFP fluorogenic substrate; Low molecular weight phosphotyrosine protein phosphatase (Homo sapiens), P24666; inhibition, % at 20 µM;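 active means compounds that cut the enzyme signal by at least half of the control window in the single-dose screen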;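 further: plate controls were DMSO wells with enzyme plus substrate for no effect and substrate without enzyme for full effect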
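Test system – LMPTP-A phosphatase enzyme · Quantity – 0.625 nM LMPTP-A final · Reagent – OMFP substrate, 400 µM final · Dosing – one test concentration per compound, 20 µM, with 3% DMSO overall · Timing – 50 min enzyme reaction at room temperature, protected from light · Detection – fluorescence intensity · Controls – substrate-only low control, DMSO enzyme-plus-substrate high control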
Rpn11 block: Rpn11 (PSMD14) deubiquitinase inhibitors, primary screen, biochemical, fluorescence polarization, uHTS; human 26S proteasome, Ub4-pepOG fluorescence polarization; 20S core pre-blocked with epoxomicin; calls only at 20 µM; actives 0.59% (n = 360,000);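 active means inhibition at 20 µM, scaled to each plate's controls, above about 33%, limit read from the data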
DNMT1 block: human DNMT1 methyltransferase inhibitors, primary screen, biochemical, molecular beacon, fluorescence, HinP1I cleavage, uHTS. AID 588458, 2011. inhibition (reported as % activation of signal), % at 10 µM. actives 0.83% (n = 360,000). DNA (cytosine-5)-methyltransferase 1 (Homo sapiens), P26358; in the data active means inhibition above about 50%
SUMO1 PPI mod: modulators of SUMO1 protein-protein interactions, primary screen, biochemical, uHTS; SUMO1 binding to a labelled peptide, TR-FRET, 1 h; Small ubiquitin-related modifier 1 (Homo sapiens), P63165; actives 0.33% (n = 360,000); inhibition, % at 20 µM; in the data active means inhibition above about 37%
Target sequence (P63165 whole entry, looked up): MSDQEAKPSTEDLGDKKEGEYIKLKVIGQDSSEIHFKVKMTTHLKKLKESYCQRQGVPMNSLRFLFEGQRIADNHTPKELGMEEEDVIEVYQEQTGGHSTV
MT1-MMP act inh: blockers of MT1-MMP proenzyme processing, primary screen, HT1080 RFP-PRO-GFP cells, GFP/RFP fluorescence; Matrix metalloproteinase-14 (Homo sapiens), P50281; actives 0.061% (n = 360,000); GFP/RFP ratio fluorescence, overnight; percent of plate control window, DMSO zero; GFP/RFP ratio change, % at 20 µM;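 active means GFP/RFP ratio change of at least 30% with cell ATP level not reduced by more than half and red fluorescence within 50% of control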; further: strong numbers were not always called active
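Assay system: HT1080 cells carrying an RFP-PRO-GFP reporter | Dosing: Single dose of 20 µM compound, 1% DMSO final | Incubation: Cells overnight before dosing, compound overnight, 37 °C, 5% CO2 | Evaluation: GFP/RFP fluorescence ratio | Control set: DMSO and RFP-L50D-GFP cell wells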
Scp1 inh: Scp-1 phosphatase inhibitors, primary screen, biochemical, colorimetric, uHTS; Carboxy-terminal domain RNA polymerase II polypeptide A small phosphatase 1 (Homo …; Recombinant Scp1, phosphopeptide, malachite green phosphate absorbance; inhibition, % at 20 µM; actives 0.88% (n = 340,000); AID 493091, 2011;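 active means inhibition above about 50% at 20 µM, limit read from the data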;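 further: plate controls were DMSO wells with enzyme for no effect and wells lacking enzyme for full effect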
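Test system: SCP-1 catalytic domain; Buffer or medium: Acidic Tris acetate buffer with magnesium and detergent; Also added: Phosphorylated 17-residue peptide substrate; Compound: single 20 µM dose, 1% DMSO; Schedule: enzyme reaction 45 min at room temperature, colour 5 min, stabilisation 30 min; Signal: Phosphate-binding colour reagent, absorbance read at 630 nm.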
SKN-1 block: suppressors of acrylamide-induced Pgst-4::GFP reporter in worms, primary screen, SKN-1 inhibitor project, whole organism, uHTS, GFP/RFP fluorescence ratio, strain VP596 | C. elegans VP596 Pgst-4::GFP/RFP ratio, 24 h | inhibition, % at 21.8 µM | actives 0.49% (n = 360,000) | AID 624304, 2012;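 active means interference check ratio from 0.5 to 1.5 plus GFP to RFP signal ratio inhibition reaching or exceeding a fixed threshold, cut at about 30% in these data, passing the limit was not always enough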; further: some compounds called inactive have numbers as strong as hits
NadD inh: inhibitors of S. aureus NadD, primary screen, biochemical, colorimetric, uHTS. purified NadD enzyme, colorimetric absorbance read-out. inhibition, % at 20 µM. actives 0.78% (n = 360,000). AID 602399, 2012; in the data active means inhibition above about 26%; further: some compounds past the cut are filed as inactive
STEP inh: STEP phosphatase inhibitors, primary screen, biochemical, fluorescence intensity, uHTS; inhibition, % at 20 µM; recombinant STEP, OMFP fluorogenic substrate; actives 0.25% (n = 360,000); Tyrosine-protein phosphatase non-receptor type 5 (Homo sapiens), P54829; AID 588621, 2011;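 active means inhibition at 20 µM, scaled per plate between control wells, above about 37%, limit read from the data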;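 further: 0% = DMSO with enzyme and substrate and 100% = substrate only without enzyme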
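Assay system: isolated STEP enzyme / Timing: 20 min at room temperature, dark / Doses: 20 µM, 1% DMSO / Technique: fluorescence intensity, excitation 480 nm, emission 540 nm / Reagent: fluorogenic phosphatase substrate OMFP at 25 µM final / Measure: percent inhibition scaled to no-enzyme and uninhibited-enzyme controls, plate-pattern corrected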
NRP1-CendR mod: modulators of CendR peptide binding to NRP-1, primary screen, biochemical, fluorescence polarization, uHTS | Neuropilin-1 (Homo sapiens), O14786 | FAM-RPARPAR peptide binding to NRP-1 | inhibition, % at 25 µM | actives 0.85% (n = 360,000);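 active means inhibition or corrected inhibition above about 18%, plus a signal ratio from 0.5 to 1.5, limit read from the data, passing the limit was not always enough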; further: strong numbers were not always called active
Target sequence (O14786 whole entry, looked up): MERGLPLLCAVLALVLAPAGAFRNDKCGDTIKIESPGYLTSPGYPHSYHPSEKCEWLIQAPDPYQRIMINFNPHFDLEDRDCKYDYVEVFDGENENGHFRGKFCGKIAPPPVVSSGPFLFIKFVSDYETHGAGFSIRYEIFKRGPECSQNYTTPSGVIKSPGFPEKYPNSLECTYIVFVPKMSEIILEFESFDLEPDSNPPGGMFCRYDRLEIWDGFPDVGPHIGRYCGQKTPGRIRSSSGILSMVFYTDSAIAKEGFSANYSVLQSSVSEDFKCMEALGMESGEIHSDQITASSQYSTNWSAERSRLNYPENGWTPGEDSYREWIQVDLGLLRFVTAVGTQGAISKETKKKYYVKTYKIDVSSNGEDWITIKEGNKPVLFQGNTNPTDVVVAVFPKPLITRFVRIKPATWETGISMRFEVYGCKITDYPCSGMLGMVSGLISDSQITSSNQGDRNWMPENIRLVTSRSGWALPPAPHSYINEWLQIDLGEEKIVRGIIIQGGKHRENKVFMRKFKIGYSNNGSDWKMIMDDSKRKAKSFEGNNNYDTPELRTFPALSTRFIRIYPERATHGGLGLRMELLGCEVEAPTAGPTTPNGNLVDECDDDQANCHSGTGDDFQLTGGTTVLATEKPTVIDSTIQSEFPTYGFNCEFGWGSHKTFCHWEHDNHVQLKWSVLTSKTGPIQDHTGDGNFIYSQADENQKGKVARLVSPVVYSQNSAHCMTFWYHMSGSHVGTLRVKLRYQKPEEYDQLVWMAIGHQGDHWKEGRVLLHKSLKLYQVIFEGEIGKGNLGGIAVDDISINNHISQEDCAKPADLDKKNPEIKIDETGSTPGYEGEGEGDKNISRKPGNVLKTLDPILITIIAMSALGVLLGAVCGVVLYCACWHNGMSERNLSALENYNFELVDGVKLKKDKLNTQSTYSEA
* marks the source's active call; other numbers are inactive results; i = inactive; . = no result given.

LMPTP inh	Rpn11 block	DNMT1 block	SUMO1 PPI mod	MT1-MMP act inh	Scp1 inh	SKN-1 block	NadD inh	STEP inh	NRP1-CendR mod	compound
-2.8	i	0	-7	-4	3	3	4	1	-2	Cc1cccc(NC(=O)c2n[nH]c([N+](=O)[O-])c2Br)c1C
-0.2	i	1	1	-1	-10	-8	3	1	14	COC(=O)C1(C)CCC(C(=O)Nc2ccccc2)C1(C)C (stereo not given)
-2.1	i	3	-1	4	-4	1	-2	-3	-2	O=S(=O)(c1ccc(F)cc1)N1CCC(N2CCCC2)CC1
4.3	i	-4	-14	-2	-2	14	10	1	8	O=C(N/N=C/c1cc(Cl)cc([N+](=O)[O-])c1O)C(O)(c1ccccc1)c1ccccc1
-1.6	i	-3	14	1	-5	12	-4	-1	2	Cc1c(-c2ccccc2)[nH]n2c(=O)c3c(nc12)CCCC3
-2.5	i	5	-1	1	2	-3	0	-5	13	COc1ccc(CNC(=O)CNS(=O)(=O)c2ccc(Cl)cc2)cc1
2.5	i	4	-11	12	3	8	2	1	-21	Cc1nnc2ccc(-c3cccc(NS(=O)(=O)c4cc(F)ccc4F)c3)nn12
-0.5	i	37	-1	2	-4	-6	5	-4	-2	COc1ccc(Oc2ncnc3c2oc2ccc(Br)cc23)cc1
-1.6	i	0	2	-1	-8	1	-2	-2	-8	Cn1cccc1Cc1nnc(SCC(N)=O)n1-c1ccc(F)cc1
0.4	i	56*	2	8	-3	1	7	3	-17	CC1CCN(S(=O)(=O)c2ccc(NC(=O)Cn3nnc(-c4ccccc4)n3)cc2)CC1
0.9	i	-2	-4	-4	-11	-4	-8	3	2	Cc1ccc(C(=O)Cn2c(C(=O)OCCO)cc3ccccc32)cc1
-0.5	i	-2	1	-1	-5	22	-1	-1	0	Cc1ccc(NC(=O)c2cccs2)cc1NC(=O)c1cccc(F)c1
0.2	i	-4	-15	-4	-4	16	0	2	5	CN1CCN(S(=O)(=O)c2ccc(Sc3nc4ccccc4[nH]3)c3nsnc23)CC1
0.8	i	-8	2	1	48	-2	-5	8	-2	Cc1ccc(NC(=O)CS(=O)CC(=O)Nc2ccc3c(c2)OCO3)cc1Cl (stereo not given)
-2.2	i	-2	-1	4	-4	13	-4	2	11	CCc1ccccc1N/C(=N\S(=O)(=O)c1ccccc1)C(F)(F)F
-1.4	i	3	0	-4	-10	0	-3	-1	0	COC(=O)CNC(=O)C1CCCN1C(=O)CNC(=O)OC(C)(C)C (stereo not given)
4.2	i	3	2	0	-13	8	5	5	11	COc1cc(C)c(C(=O)CC(=O)c2c(C)cc(OC)cc2C)c(C)c1
0.9	i	-1	1	1	-6	23	-4	4	-7	O=C(NC12CC3CC(CC(C3)C1)C2)c1ccc(Br)o1
2.5	i	5	-13	-3	-14	10	0	4	-13	Cc1cccc(N2CCN(S(=O)(=O)c3cccc4nonc34)CC2)c1C
-0.9	i	7	0	-4	0	-4	-3	1	8	CCOC(=O)c1cnn(CCOC(=O)c2ccc(F)cc2)c1NC(=O)c1ccc(F)cc1
-2.1	i	-6	6	-2	-6	-5	-8	0	-11	Cc1ccsc1-c1nc(CSCC(=O)NCCN2CCCC2)c(C)o1
-0.4	i	-2	-2	-11	-8	-7	-5	5	-22	COc1ccc(N2CCN(C(c3ccccc3OC)c3nnnn3Cc3ccco3)CC2)cc1 (stereo not given)
-0.7	i	-7	-1	2	-13	11	-1	-1	6	O=C1CC(N2CCN(c3ccc(O)cc3)CC2)C(=O)N1Cc1cccs1 (stereo not given)
0.7	i	1	0	0	-4	14	2	-2	9	N#Cc1ccccc1NC(=O)COc1ccc2c(c1)OCO2
-2.1	i	1	-1	-1	-4	11	-4	-2	-7	CC(C)NC(=O)C1CCCN(S(=O)(=O)c2cccs2)C1 (stereo not given)
-3.1	i	-2	1	5	-4	10	0	-2	-6	CCOc1ccc(C(=O)c2cnc3ccccc3c2N2CCN(CC)CC2)cc1
1.5	i	0	4	5	-8	10	0	-1	2	CSc1nc2ccccc2c(=O)n1C1CCCCC1
-2.7	i	1	1	-4	-2	-1	-1	0	2	CCOc1ccc(CN2CCN(C(=O)c3cccc4ccccc34)CC2)cc1
1.7	i	3	-2	2	-6	2	-2	0	-6	CCn1cc(C(=O)O)c(=O)c2ccc(C)nc21
-1.7	i	0	-2	2	-3	-16	-5	-2	0	NC(=O)c1ccc(NC(=O)CCN2C(=O)c3ccccc3C2=O)cc1
0.0	i	0	-130	1	-7	-10	-9	1	-6	CCN1CCN(CCNC(=O)c2ccc(/C=C3/Sc4ccccc4N(Cc4cccc(C)c4)C3=O)cc2)CC1
-0.7	i	-2	-6	-3	-5	22	0	2	1	COc1cccc(CN2CCN(C(c3ccccc3)c3ccccc3)CC2)c1O
-0.5	i	1	5	-3	-9	3	-2	0	-2	O=C(Nc1cccc(Cl)c1)C1CCCN(c2cnccn2)C1 (stereo not given)
-1.8	i	-1	-2	6	-4	-3	-8	-4	-7	FC(F)(F)c1cccc(-c2ccn3ncnc3n2)c1
-1.5	i	3	4	-7	-9	8	5	1	5	CCCNc1nc2c(c(=O)n(C)c(=O)n2C)n1Cc1ccc(F)cc1
-1.3	i	-2	-10	4	-8	-4	4	0	7	COCCOC(=O)C1=C(C)Nc2cc(=O)[nH]c(=O)n2C1c1cccc([N+](=O)[O-])c1 (stereo not given)
-0.6	i	14	-1	4	-7	-13	1	1	-23	S=c1nccc(-c2cc(Cl)sc2Cl)[nH]1
0.9	i	-2	-29	-3	-13	-13	-7	2	-10	Cc1occc1C(=O)N/N=C/c1cccc2ccccc12
-0.8	i	2	-2	-2	18	-1	-4	0	-6	O=C(/C=C/c1ccccc1)N1CCN(S(=O)(=O)c2ccc(F)cc2)CC1
-0.5	i	-2	3	2	0	14	3	-1	-7	CCO[C@H]1OC(C(=O)N2CCN(Cc3ccc4c(c3)OCO4)CC2)=C[C@@H](C(C)(C)C)[C@@H]1CCCO
-3.6	i	-1	2	2	0	-16	-4	-2	-3	COc1ccc(S(=O)(=O)N2CCN(CCc3ccccc3)CC2)c(OC)c1
-1.0	i	-2	-1	0	-4	14	0	3	-5	Cc1noc2ncnc(Oc3ccc4ccccc4c3)c12
1.4	i	4	-28	-21	0	-17	-6	-2	-70	O=C1/C(=C/c2cccc(F)c2)Oc2cc(O)ccc21
1.2	i	2	-11	1	-8	-1	-10	0	3	COc1ccc(C2CC(c3ccc(OC)c(OC)c3)=NN2C(=O)c2ccccc2)cc1 (stereo not given)
-2.4	i	3	11	-2	-9	0	5	-1	-4	CCC(Cc1ccccc1)NC(=O)CN(C)S(=O)(=O)c1ccc2c(c1)c(=O)n(C)c(=O)n2C (stereo not given)
-1.0	i	3	1	3	-7	1	-2	-3	-4	O=C(CSc1cccc[n+]1[O-])c1cccs1
-2.1	i	0	2	-1	-6	3	-8	-6	-2	O=S(=O)(c1ccc(F)cc1)N1CCCC1
0.2	i	1	4	3	-3	-4	-6	-4	-2	Cc1nn(-c2ccccc2)c(Cl)c1C(=O)NCc1ccccc1F
1.3	i	-6	5	-2	.	12	7	8	7	Cc1ccc(S(=O)(=O)N2C[C@H]3C(=O)C[C@@H](c4ccccc4)N(S(=O)(=O)c4ccccc4)[C@H]3C[C@H]2c2ccccc2)cc1

Sorted by value in SUMO1 PPI mod (high to low): 3 from the list above
LMPTP inh	Rpn11 block	DNMT1 block	SUMO1 PPI mod	MT1-MMP act inh	Scp1 inh	SKN-1 block	NadD inh	STEP inh	NRP1-CendR mod	compound
-0.5	i	1	5	-3	-9	3	-2	0	-2	O=C(Nc1cccc(Cl)c1)C1CCCN(c2cnccn2)C1 (stereo not given)
-3.6	i	-1	2	2	0	-16	-4	-2	-3	COc1ccc(S(=O)(=O)N2CCN(CCc3ccccc3)CC2)c(OC)c1
1.7	i	3	-2	2	-6	2	-2	0	-6	CCn1cc(C(=O)O)c(=O)c2ccc(C)nc21

Quoted at random: five entries already listed
LMPTP inh	Rpn11 block	DNMT1 block	SUMO1 PPI mod	MT1-MMP act inh	Scp1 inh	SKN-1 block	NadD inh	STEP inh	NRP1-CendR mod	compound
1.3	i	-6	5	-2	.	12	7	8	7	Cc1ccc(S(=O)(=O)N2C[C@H]3C(=O)C[C@@H](c4ccccc4)N(S(=O)(=O)c4ccccc4)[C@H]3C[C@H]2c2ccccc2)cc1
0.9	i	-2	-29	-3	-13	-13	-7	2	-10	Cc1occc1C(=O)N/N=C/c1cccc2ccccc12
1.2	i	2	-11	1	-8	-1	-10	0	3	COc1ccc(C2CC(c3ccc(OC)c(OC)c3)=NN2C(=O)c2ccccc2)cc1 (stereo not given)
-1.3	i	-2	-10	4	-8	-4	4	0	7	COCCOC(=O)C1=C(C)Nc2cc(=O)[nH]c(=O)n2C1c1cccc([N+](=O)[O-])c1 (stereo not given)
-1.0	i	-2	-1	0	-4	14	0	3	-5	Cc1noc2ncnc(Oc3ccc4ccccc4c3)c12
